# PAFAH1B3 FP inh – PAFAH1B3 enzyme inhibitors, primary screen, biochemical, fluorescence polarization, human; inhibition, % at 3.39 µM; AID 492972, 2010; recombinant PAFAH1B3, FP-rhodamine probe; 340,000 tested, 0.28% active;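 active = inhibition above the screen-wide average of all tested compounds plus 3 SD, cut at about 25% in these data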;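 note: 0% = enzyme with DMSO only and 100% = wells lacking PAFAH1B3 protein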
# pPAFAH FP inh – pPAFAH enzyme inhibitors, primary screen, biochemical, fluorescence polarization, human; Platelet-activating factor acetylhydrolase (Homo sapiens), Q13093; recombinant pPAFAH, FP-rhodamine probe fluorescence polarization; inhibition, % at 3.39 µM; 330,000 tested, 1.5% active;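 active = inhibition above the mean inhibition across the screen plus 3 SD, cut at about 25% in these data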;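 note: inhibitors block binding of the rhodamine activity-based probe so polarization drops; 0% = enzyme with DMSO and 100% = wells lacking pPAFAH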
# PAFAH1B2 FP inh – PAFAH1B2 enzyme inhibitors, primary screen, biochemical, fluorescence polarization, human; 340,000 tested, 1.2% active; inhibition, % at 3.39 µM; AID 492953, 2010; recombinant PAFAH1B2, FP-rhodamine activity probe;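 active = inhibition above the mean of all tested compounds plus 3 SD, cut at about 24% in these data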;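 note: 0% = enzyme with DMSO and 100% = wells lacking PAFAH1B2; many of its hits are not listed in these tables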
# LYPLA1 counter – LYPLA1 inhibitors, primary screen, counter-screen for PME1 inhibitor project, biochemical, fluorescence polarization, FP-Rh probe ABPP; Acyl-protein thioesterase 1 (Homo sapiens), O75608; recombinant LYPLA1; inhibition, % at 5.9 µM; 320,000 tested, 0.16% active; AID 2174, 2009;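 active = inhibition above the mean of all tested compounds plus 3 SD, set per campaign, cut at about 14% in these data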;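 note: inhibitors block serine hydrolase probe labeling of LYPLA1 so polarization falls; 0% = enzyme with DMSO and 100% = wells lacking LYPLA1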
# LYPLA2 counter – LYPLA2 inhibitors, primary screen, counter-screen for PME1 inhibitor project, biochemical, fluorescence polarization, FP-Rh probe ABPP; Acyl-protein thioesterase 2 (Homo sapiens), O95372; recombinant LYPLA2; inhibition, % at 5.9 µM; 320,000 tested, 0.38% active; AID 2177, 2009;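 active = inhibition above the screen-wide mean plus 3 SD, limit set per campaign, cut at about 26% in these data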;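 note: 0% = LYPLA2 with DMSO and 100% = wells lacking LYPLA2 enzyme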
# GSTO1 counter – inhibitors of recombinant GSTO1, primary screen, counter-screen for RBBP9 inhibitor project, biochemical, fluorescence polarization | Glutathione S-transferase omega-1 (Homo sapiens), P78417 | activity-based probe fluorescence polarization | inhibition, % at 5.96 µM | 300,000 tested, 1.1% active;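 active = inhibition above the campaign mean inhibition plus 3 SD, cut at about 35% in these data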;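 note: 0% = GSTO1-1 with DMSO and 100% = wells lacking GSTO1-1 enzyme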
# Target sequence (P78417 whole entry, looked up): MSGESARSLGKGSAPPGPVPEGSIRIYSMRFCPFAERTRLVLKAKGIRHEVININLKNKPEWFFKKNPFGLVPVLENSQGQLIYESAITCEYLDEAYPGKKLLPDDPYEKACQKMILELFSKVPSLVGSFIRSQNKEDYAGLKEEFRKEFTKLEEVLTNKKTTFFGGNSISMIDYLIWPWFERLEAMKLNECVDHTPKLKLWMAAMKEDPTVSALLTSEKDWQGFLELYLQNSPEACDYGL
# PAFAH2 inh – PAFAH2 enzyme inhibitors, primary screen, biochemical, fluorescence polarization, human; Platelet-activating factor acetylhydrolase 2, cytoplasmic (Homo sapiens), Q99487; AID 492956, 2010; recombinant PAFAH2, FP-rhodamine activity probe; 340,000 tested, 0.99% active; inhibition, % at 3.39 µM;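 active = inhibition above the mean over all tested compounds plus 3 SD, cut at about 30% in these data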;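 note: inhibitors block probe labeling of enzyme so polarization drops; 0% = enzyme with DMSO and 100% = wells lacking PAFAH2 protein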
# PAD4 inh – human PAD4 inhibitors, primary screen, biochemical, fluorescence polarization, 1536-well format; recombinant PAD4, RCA probe fluorescence polarization; inhibition, % at 6.36 µM; 330,000 tested, 0.41% active; AID 485272, 2010;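 active = percent inhibition above a cutoff equal to the mean of all tested compounds plus 3 SD, cut at about 15% in these data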;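 note: 0% = PAD4 with RCA probe and DMSO and 100% = probe without PAD4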
# Target sequence (Q9UM07 whole entry, looked up): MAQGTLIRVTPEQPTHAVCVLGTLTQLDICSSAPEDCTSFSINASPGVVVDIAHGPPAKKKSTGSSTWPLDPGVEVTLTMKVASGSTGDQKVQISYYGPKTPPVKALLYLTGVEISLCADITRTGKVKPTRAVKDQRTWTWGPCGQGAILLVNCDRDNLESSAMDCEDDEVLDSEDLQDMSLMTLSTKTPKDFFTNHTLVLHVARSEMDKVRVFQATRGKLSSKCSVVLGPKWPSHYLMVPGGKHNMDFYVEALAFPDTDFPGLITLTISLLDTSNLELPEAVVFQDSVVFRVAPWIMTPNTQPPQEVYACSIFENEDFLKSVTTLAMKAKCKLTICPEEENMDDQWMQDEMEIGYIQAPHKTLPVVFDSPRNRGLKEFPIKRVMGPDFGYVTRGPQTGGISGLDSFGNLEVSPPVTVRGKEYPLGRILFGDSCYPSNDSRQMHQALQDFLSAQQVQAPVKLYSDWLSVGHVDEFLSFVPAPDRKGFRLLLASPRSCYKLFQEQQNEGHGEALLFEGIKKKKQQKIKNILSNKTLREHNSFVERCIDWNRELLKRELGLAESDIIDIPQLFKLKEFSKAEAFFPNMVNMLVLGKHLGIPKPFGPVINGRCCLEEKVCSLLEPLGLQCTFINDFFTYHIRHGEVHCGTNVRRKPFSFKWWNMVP
# PREPL inhibitor – PREPL enzyme inhibitors, primary screen, biochemical, fluorescence polarization | inhibition, % at 5.96 µM | recombinant PREPL, fluorescence polarization activity-based probe | 320,000 tested, 0.68% active | Prolyl endopeptidase-like (Homo sapiens), Q4J6C6; in the data active = inhibition above about 43%;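 note: 0% = enzyme with DMSO and 100% = wells lacking enzyme; many of its hits are not listed in these tables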
# Active calls of the source: *; · = no result given; & = joins results of further samples. Some of the compounds tested; count on the stated rates, not on these rows.
SMILES,PAFAH1B3 FP inh,pPAFAH FP inh,PAFAH1B2 FP inh,LYPLA1 counter,LYPLA2 counter,GSTO1 counter,PAFAH2 inh,PAD4 inh,PREPL inhibitor
Nc1c(C(=O)Nc2ccc(F)cc2)sc(=S)n1-c1ccccc1F,6.2,7.1,-1.6,5.4,-3.4,12.6,5.4,2.5,-2.1
OCCN(CC(O)Cn1ccc2ccccc21)CC(O)Cn1ccc2ccccc21 (centres undefined),1.2,2.2,0.6,-6.0,-4.2,-4.8,-3.5,-4.7,41.9
C=CCc1ccccc1OCC(O)CN1CCN(Cc2ccc3c(c2)OCO3)CC1 (centres undefined),1.2&0.1,-1.1&0.9,1.5&3.9,5.6&1.4,10.5&2.9,0.9&6.4,0.3&5.1,1.8&-4.9,-4.0&-15.0
COc1ccc(C(=O)CCC(=O)Nc2ccc(N3CCN(C)CC3)cc2)cc1OC,6.5,5.5,-2.9,1.3,3.5,·,-3.6,-7.6,5.1
CSc1ccc(/C=C(\C#N)C(=O)NC2CCCCC2C)cc1 (centres undefined),-0.3,3.3,6.1,0.6,-6.9,-3.4,-1.9,5.7,-6.2
COc1ccc(CNC(=O)C2CCCN(c3ncnc4c3nc3n4CCCCC3)C2)cc1 (centres undefined),4.6,-2.3,5.9,1.6,6.8,-3.1,-0.7,3.8,0.8
CC(C)CCN1CCN(Cc2cccc(C(F)(F)F)c2)CC1CCO (centres undefined),2.2,0.3,5.7,2.4,8.4,5.8,7.0,1.3,26.1
O=C1OC[C@H]2CCCN2C(=O)[C@@H](CC(=O)N(CCO)Cc2ccccc2)C/C=C\C[C@@H]1Cc1ccc(F)cc1,3.5,6.3,30.9*,·,·,·,-6.9,-3.3,28.3
O=C(NC(=S)NCCc1ccccc1)c1cccc(Cl)c1,7.9,-0.5,6.5,-5.0,-3.3,10.2,-6.3,-2.8,-15.9
CCN1CCN(c2ncc(C(=O)Nc3c(F)cc(F)cc3Br)c3ccccc23)CC1,-7.8,14.4,3.1,-0.4,5.8,-1.9,-0.8,-3.3,-0.5
O=C(C[n+]1ccccc1)Nc1ccc(Cl)c([N+](=O)[O-])c1,12.9,0.2,6.3,1.7,1.6,9.8,-5.1,2.2,-11.3
CCOC(=O)C1CCN(C(=O)COC(=O)c2oc3ccccc3c2C)CC1,7.2,2.8,0.6,-3.5,1.8,0.6,0.6,-0.5,2.9
O=C(O)C1C(c2ccccc2)C(C(=O)Oc2ccc(O)cc2)C1c1ccccc1 (centres undefined),-1.3,5.5,2.0,-4.1,1.2,-2.5,-1.4,-2.0,-4.7
Cc1[nH]n2c(=O)c3c(nc2c1-c1ccccc1)CCCC3,-0.7,-0.8,6.6,-1.4,-0.3,3.4,4.1,7.4,-1.4
NCCCn1c(C(=O)c2ccc(Cl)cc2)c2ccc(C(F)(F)F)cc2[n+]1[O-],1.5,3.4,3.3,0.4,-7.4,0.3,-0.9,-3.7,42.3

# Compound profiles (already shown). Order of values: PAFAH1B3 FP inh	pPAFAH FP inh	PAFAH1B2 FP inh	LYPLA1 counter	LYPLA2 counter	GSTO1 counter	PAFAH2 inh	PAD4 inh	PREPL inhibitor
# Profile of Nc1c(C(=O)Nc2ccc(F)cc2)sc(=S)n1-c1ccccc1F = 6.2	7.1	-1.6	5.4	-3.4	12.6	5.4	2.5	-2.1
# Profile of O=C(O)C1C(c2ccccc2)C(C(=O)Oc2ccc(O)cc2)C1c1ccccc1 (centres undefined) = -1.3	5.5	2.0	-4.1	1.2	-2.5	-1.4	-2.0	-4.7

# Other results follow.
SMILES,PAFAH1B3 FP inh,pPAFAH FP inh,PAFAH1B2 FP inh,LYPLA1 counter,LYPLA2 counter,GSTO1 counter,PAFAH2 inh,PAD4 inh,PREPL inhibitor
Cc1cc(C)c(O)c(-c2n[nH]c3c2C(c2cccc(O)c2)N(Cc2ccco2)C3=O)c1 (centres undefined),-4.0,6.3,0.6,-17.0,-20.0,-48.5,0.8,-1.1,13.6
CC(=O)c1c(C)[nH]c(C(=O)OCC(=O)Nc2nnc(-c3ccccc3)o2)c1C,4.5,1.1,7.0,0.4,0.2,·,4.5,-3.3,12.2
CCOc1ccc(C2C(C(=O)OC)=C(C)N=C3SCCC(=O)N32)cc1OCC (centres undefined),4.5,3.4,1.5,0.0,4.1,3.4,3.7,-1.5,-1.8
CN(CCNC(=O)C1CCC(=O)N(Cc2ccc(Cl)cc2)C1)CCc1ccccc1 (centres undefined),3.6,-5.6,-7.2,3.7,0.1,-7.1,-0.5,-9.4,-41.5
O=C(NNS(=O)(=O)c1ccccc1)C1CCN(S(=O)(=O)c2ccccc2)CC1,6.2,-1.0,17.8,-1.8,3.0,4.6,-3.4,-2.8,-6.9
COc1ccc(S(=O)(=O)NCC(=O)Nc2ccc(F)cc2)cc1,5.7,-2.8,5.8,3.3,6.2,·,-7.4,-4.3,-9.8
CC(=O)Nc1nc2c(s1)CCc1ccccc1-2,2.0,9.0,3.1,4.4,6.1,-0.9,-0.9,-0.6,9.6
Cc1cc(C)cc(NC(=O)N2CCC(c3nc4ccccc4o3)CC2)c1,-3.4,7.5,0.6,1.9,11.1,-6.3,-11.0,0.3,12.8
CCOC(=O)c1c(C)n(C(=O)c2ccco2)c(=O)n1C(=O)c1ccco1,-1.5,-3.2,-1.6,-1.9,1.0,-6.1,0.1,2.8,-4.5
O=C(N=Nc1c(O)[nH]c2ccc(Cl)cc12)c1cc(-c2cccs2)nc2ccccc12,4.5,-4.9,2.0,-1.8,-2.4,-0.7,-4.0,-2.7,8.2
CCN(c1cccc(C)c1)S(=O)(=O)c1ccc(OC)c([N+](=O)[O-])c1,2.7,-0.2,4.7,-4.2,-8.8,-4.5,0.2,3.2,-2.6
CC(C)CCCC(C)NS(=O)(=O)Cc1ccccc1 (centres undefined),2.9,18.2,12.7,-2.7,-5.1,1.3,9.5,2.3,17.6
CCOCCCN1CN(Cc2ccccc2)CNC1=S,1.4,-3.5,1.8,0.6,-6.9,-4.8,8.3,-7.4,3.7
CCC(NC(=O)c1ccccc1NC(=O)c1ccco1)C(=O)NNC(=O)c1ccncc1 (centres undefined),·,5.3,·,1.3,-3.1,-1.3,·,-0.1,3.2
Cc1cccc(C)c1NC1=NC2(CCCCC2)N=C(N)N1,-0.7,-3.3,-3.2,0.7,9.4,1.0,0.4,-4.2,11.3
Cc1cccc(-c2cc(C(=O)N3CCCc4ccccc43)c3ccccc3n2)c1,0.7,3.3,-1.8,2.6,-3.0,3.5,4.1,-0.1,-3.8
CC(C)CN(C(=O)C1CCC1)c1c(N)n(Cc2ccccc2)c(=O)[nH]c1=O,-1.5,1.3,-6.7,·,·,·,6.2,-1.0,8.4
COc1ccc(S(=O)(=O)N(C)C[C@H]2Oc3ccc(NC(=O)Cc4ccccc4)cc3C(=O)N([C@H](C)CO)C[C@@H]2C)cc1,8.0,17.5,6.8,·,·,·,3.4,0.5,11.1
Nc1c(-c2ccccc2)cnn1-c1cccc(Cl)c1,9.6,4.4,2.1,1.0,-0.9,8.6,-0.7,-2.0,24.0
Nc1nnc(-c2ccc(Cl)c(Cl)c2)s1,7.9,-0.1,5.6,-2.6,-4.9,-3.5,7.4,-5.6,3.2
CN(C(=O)Cn1c(=O)oc2ccccc21)C1CCCCC1,2.2,-10.5,6.2,0.2,7.0,·,-5.2,1.1,-3.4
COc1ccccc1-n1c(C)nc2cc(C(=O)O)ccc21,7.9,5.6,4.8,2.6,3.7,-0.2,0.3,5.8,4.6
CCOC(=O)c1ccc(-n2ccnc2)c(NC(=O)c2ccc(Cl)cc2)c1,7.1,-2.1,0.8,1.4,-0.8,-0.1,8.8,0.4,14.5
Cc1cc(NC(=O)CSC2=NS(=O)(=O)c3ccccc3N2)no1,4.8,-3.0,5.3,1.5,3.9,8.7,7.9,-1.5,-0.5
COc1ccc(NC(=O)c2cc(-c3ccc(C)cc3)on2)cc1OC,-2.7,3.9,-5.6,-1.1,0.7,-1.6,-6.0,-1.5,-8.9
CC(=O)SCC[N+](C)(C)C,3.3,1.1,-0.3,1.6,5.3,5.0,-0.1,8.3,-10.4
COc1ccc(NC(=O)CN2CCc3ccccc3C2)c(OC)c1,2.1,0.0,0.3,-3.8,-4.1,6.8,3.8,0.8,11.0
CC(=O)Nc1c2c3c(cccc3n(C)c1=O)C(=O)c1ccccc1-2,-2.9,4.6,4.2,4.1,2.7,16.8,4.6,65.4*,12.4
COC(=O)NCC(c1ccc2c(c1)OCO2)N1CCN(c2ccc(OC)cc2)CC1 (centres undefined),-1.3,3.4,2.6,-3.1,4.3,1.2,5.5,-5.6,13.7
C=CCNC(=O)N[C@@H](Cc1ccccc1)C(=O)OC,-1.5,-0.7,-3.3,-1.3,5.1,2.6,1.4,-0.8,4.5
CNc1ccccc1C(=O)OC(C)C(=O)Nc1ccc(Cl)cn1 (centres undefined),0.6,-0.9,-3.1,-0.4,-1.2,5.6,-1.1,-2.4,0.4
CCc1ccc2[nH]c(=O)c(CN(Cc3ccco3)S(=O)(=O)c3ccc4c(c3)OCCO4)cc2c1,-0.8,1.5,-0.9,-2.8,1.5,6.5,2.7,-3.7,8.1
COc1ccc(CCNc2ncnc3[nH]ncc23)cc1OC,8.4,-5.5,1.6,-0.5,-0.9,2.4,6.7,-5.2,12.6

# Of the compounds above, 9 contain four or more nitrogen atoms.
SMILES,PAFAH1B3 FP inh,pPAFAH FP inh,PAFAH1B2 FP inh,LYPLA1 counter,LYPLA2 counter,GSTO1 counter,PAFAH2 inh,PAD4 inh,PREPL inhibitor
COc1ccc(CNC(=O)C2CCCN(c3ncnc4c3nc3n4CCCCC3)C2)cc1 (centres undefined),4.6,-2.3,5.9,1.6,6.8,-3.1,-0.7,3.8,0.8
CCN1CCN(c2ncc(C(=O)Nc3c(F)cc(F)cc3Br)c3ccccc23)CC1,-7.8,14.4,3.1,-0.4,5.8,-1.9,-0.8,-3.3,-0.5
CC(=O)c1c(C)[nH]c(C(=O)OCC(=O)Nc2nnc(-c3ccccc3)o2)c1C,4.5,1.1,7.0,0.4,0.2,·,4.5,-3.3,12.2
O=C(N=Nc1c(O)[nH]c2ccc(Cl)cc12)c1cc(-c2cccs2)nc2ccccc12,4.5,-4.9,2.0,-1.8,-2.4,-0.7,-4.0,-2.7,8.2
CCC(NC(=O)c1ccccc1NC(=O)c1ccco1)C(=O)NNC(=O)c1ccncc1 (centres undefined),·,5.3,·,1.3,-3.1,-1.3,·,-0.1,3.2
Cc1cccc(C)c1NC1=NC2(CCCCC2)N=C(N)N1,-0.7,-3.3,-3.2,0.7,9.4,1.0,0.4,-4.2,11.3
CC(C)CN(C(=O)C1CCC1)c1c(N)n(Cc2ccccc2)c(=O)[nH]c1=O,-1.5,1.3,-6.7,·,·,·,6.2,-1.0,8.4
Cc1cc(NC(=O)CSC2=NS(=O)(=O)c3ccccc3N2)no1,4.8,-3.0,5.3,1.5,3.9,8.7,7.9,-1.5,-0.5
COc1ccc(CCNc2ncnc3[nH]ncc23)cc1OC,8.4,-5.5,1.6,-0.5,-0.9,2.4,6.7,-5.2,12.6
